MT stabilizer: microtubule stabilizers in HeLa cells; 200,000 tested, 0.83% active; HeLa tubulin immunostaining HCS, 24 h; share of cells brighter than vehicle mean+2SD; % tubulin-high responders, % at 10 µM;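 active means plate Z-score above 3 for both tubulin-high and condensed-nucleus cell shares, with cell loss under 80%, at 10 µM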;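 further: anti alpha tubulin signal scored within the nucleus-defined area of each cell; some results filed as inactive read as strong as hits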
Autophagy HCS: modulators of autophagy; calls only at 10 µM (by protocol); MEF GFP-LC3 puncta imaging; test concentration mostly 10 µM; 190,000 tested, 0.98% active;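 active means percentage of spot-positive cells more than 3 SD above its plate mean, without a fluorescence outlier flag or 80% toxicity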;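 further: spot-positive cell cutoff set from DMSO-treated cells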
Yfh1-depleted yeast: enhancers of respiration in Yfh1-depleted yeast, dose response, Friedreich's ataxia, plus single-dose screen (AID 1465) | 220,000 tested, 0.074% active | S. cerevisiae Yfh1-off respiration, WST-1 reduction, 72 h; higher fold induction means a stronger effect | fold induction at 50 µM, or EC50 in µM where a hit was titrated;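 active means fold induction of absorbance versus untreated yeast above a set limit, then at least 30% activation at any dose in follow-up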;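 further: activators that raise dye reduction in frataxin-depleted yeast; strong numbers were not always called active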
b-catenin transl: alters nuclear translocation of beta-catenin in HeLa cells. AID 1665. nuclear translocation activity, % at 5 µM. immunofluorescence imaging. 190,000 tested, 0.3% active;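 active means nuclear translocation activity above 50% at 5 µM, with a well cell count of 50 or more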;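 further: per-cell ratio of nuclear to cytoplasmic median beta-catenin stain intensity; plate controls were DMSO negative control for no effect and GSK-3 inhibitor IX positive control for full effect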
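Test system: human HeLa cells, endogenous beta-catenin. Times: 24 h compound exposure, 37°C. Measured by: beta-catenin immunofluorescence imaging with DAPI.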
T cell HTS: T cell immune modulation candidate | 2C CD8+ T cell-vesicle binding, flow cytometry; active compounds read low | calls only at 7 µM | 330,000 tested, 0.068% active | AID 2052;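 active means response, share of CD8 T cells binding vesicles, and their 90th percentile fluorescence all below set limits, cut at about 80% in these data, passing the limit was not always enough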
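System: murine 2C transgenic CD8+ T lymphocytes; also added: QL9-loaded Drosophila micro-vesicles; times: binding 1.5 h at 37 °C; measured by: flow cytometry, PE anti-B7-1 (FL2) versus Alexa647 anti-CD8 (FL8), PFA-fixed; control set: Peptide-free naked vesicles (low) and QL9 vesicles with 0.7% DMSO vehicle (high)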
Dynein transport: blocks dynein driven cargo transport along microtubules; 220,000 tested, 0.47% active; z-score, hits read low; 3617.4 mouse cells, GR-EGFP nuclear translocation imaging; test concentration mostly 20 µM; stimulated with dexamethasone, 1 µM; active compounds read low; AID 1381;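 active means plate z-score of nuclear minus cytoplasmic receptor signal below a set negative limit, without overly bright fluorescence or cell loss, cut at about -3.5 in these data, passing the limit was not always enough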;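 further: z-score of nuclear minus cytoplasmic ring GR-EGFP intensity difference per well; some compounds called inactive have numbers as strong as hits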
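Medium: Induction medium lacking tetracycline, stripped serum | Probe or stimulus: 1.0 µM final dexamethasone stimulus | Schedule: 48 h induction, then 1 h compound, then 30 min agonist, 37 °C | Signal: Automated 10x imaging of fixed Hoechst-stained cells | Evaluation: Per-cell GR-EGFP intensity, nucleus versus surrounding cytoplasmic ring, well-averaged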
M17LAP inhibition: P. falciparum M17LAP inhibitors, primary screen, biochemical, fluorogenic H-Leu-NHMec substrate, 1536-well (AID 1619); recombinant M17LAP, H-Leu-NHMec fluorogenic kinetic assay; higher % means a stronger effect; one-dose inhibition, % at 30 µM; IC50 in µM for titrated hits; 220,000 tested, 0.38% active;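 active means compound inhibiting the enzyme by more than half at any dose during confirmatory dose-response retesting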;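 further: plate controls were full reaction with DMSO carrier for no effect and no enzyme background for full effect; strong numbers were not always called active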
WT yeast gro inh: growth inhibition of WT yeast, mitochondrial fusion screen; 190,000 tested, 2.1% active; mitochondrial fusion phenotypic screen, WT strain; inhibition, % at 10 µM; AID 1362; in the data active means inhibition above about 58%; tested in S. cerevisiae
P. falciparum M1AAP: malaria alanyl aminopeptidase activity blockers – biochemical, fluorogenic H-Leu-NHMec substrate, 1536-well (AID 1445); inhibition, % at 30 µM; hits with a dose series show IC50 in µM; 220,000 tested, 0.42% active; recombinant M1AAP, H-Leu-NHMec fluorogenic kinetic assay; higher % means a stronger effect;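 active means primary inhibition above the hit cutoff, then over 50% inhibition at one or more dose response concentrations, cut at about 23% in these data, passing the limit was not always enough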;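 further: plate controls were DMSO full reaction for no effect and no enzyme background for full effect; strong numbers were not always called active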
WT yeast gro inh mutant strain: also measured in WT yeast gro inh; calls as there; inhibition, %; mitochondrial fusion phenotypic screen, mutant strain inhibition
Dynein transport cytoplasmic EGFP: also measured in Dynein transport; calls as there; z-score; measured here: cytoplasmic GR-EGFP intensity; active compounds read high
Dynein transport nuclear GR-EGFP: also measured in Dynein transport; calls as there; z-score; measured here: nuclear GR-EGFP intensity;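 lower value marks the stronger effect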
Dynein transport cell count: recorded beside Dynein transport, whose call it bears; z-score; measured here: cell count per field
b-catenin transl cell count 5 µM: further read-out of b-catenin transl, marked with its call; cell count; measured here: cell count, cytotoxicity flag
T cell HTS vesicle-bound %: recorded beside T cell HTS, whose call it bears; double positive events, %; measured here: CD8+ vesicle-bound cell fraction;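 binding gate set so that unloaded-vesicle control wells show 10% double positive cells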
MT stabilizer Hoechst-high %: second read-out of MT stabilizer, no call of its own (marks repeat the call); % Hoechst-high responders; measured here: nuclear condensation Hoechst responders;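 share of cells brighter than vehicle mean plus two SD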
MT stabilizer cytotoxicity %: second read-out of MT stabilizer, no call of its own (marks repeat the call); toxicity, %; measured here: cytotoxicity by cell density;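 0% = mean cell density of plate MIN control wells and 100% = no cells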
Autophagy HCS cell loss 18 h: also measured in Autophagy HCS; calls as there; toxicity, %; measured here: cell loss, nuclei count;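 cell loss after 18 h compound exposure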
An asterisk follows results filed as active; i = inactive; . = no result given. Compounds were not picked by outcome. Share with any hit: about 4.4%.

SMILES	MT stabilizer	MT stabilizer Hoechst-high %	MT stabilizer cytotoxicity %	Autophagy HCS	Autophagy HCS cell loss 18 h	Yfh1-depleted yeast	b-catenin transl	b-catenin transl cell count 5 µM	T cell HTS	T cell HTS vesicle-bound %	Dynein transport	Dynein transport cytoplasmic EGFP	Dynein transport nuclear GR-EGFP	Dynein transport cell count	M17LAP inhibition	WT yeast gro inh	WT yeast gro inh mutant strain	P. falciparum M1AAP
CCOC(=O)c1sc(N(Cc2ccccc2)C(=O)COC(=O)c2cnccn2)nc1C	0.0	4.3	4.4	i	-2	i	-3.7	1090	i	52	-0.19	0.15	0.48	0.25	-4%	22	13	-1%
Cc1ccc(NC(=O)Cc2ccc(F)cc2)cc1	1.2	0.9	0.9	i	-3	i	-1.5	1173	i	35	0.59	-0.28	0.68	-0.091	9%	6	14	6%
Cc1ccc(N=C2c3ccccc3C(=O)C2[N+](=O)[O-])cc1C (stereo unspecified)	2.2	3.7	8.8	i	10	i	0.3	1111	i	4	-0.37	-0.34	-0.2	0.5	7%	-20	3	9%
Nc1nnc(Cc2ccc(F)cc2)s1	.	.	.	.	.	i	0.0	1305	i	45	0.084	-0.23	0.55	-0.06	-9%	.	.	-4%
Clc1cccc(N/N=C/c2ccc(N3CCOCC3)s2)c1	6.7	3.2	3.2	i	38	i	6.0	1041	i	16	-0.32	-0.26	0.21	0.08	-3%	49	68	8%
O=C(O)CCn1c(SCc2ccccc2)nc2ccccc21	2.1	3.0	13	i	4	i	-1.3	1112	i	31	-1.2	-0.2	-0.015	0.066	14%	-3	-1	8%
CN(Cc1cn(C)nc1-c1ccccc1F)C1CCOC1 (stereo unspecified)	2.7	1.9	9.3	i	19	i	1.7	970	i	30	0.88	-0.17	1	-0.58	.	-14	-4	.
COc1ccccc1NC(=S)N(Cc1cccnc1)Cc1ccco1	2.6	3.0	14	i	2	i	-2.6	1147	i	44	1.2	-0.17	0.13	-0.42	8%	-4	-14	-1%
COC(=O)c1ccc(-n2c(C)cc(-c3csc(NC(=O)c4ccc(S(=O)(=O)N(C)C)cc4)n3)c2C)cc1	2.6	3.5	6.0	i	1	i	-0.4	934	i	8	-1	-0.26	-0.63	1.2	8%	-2	-10	11%
CCOc1cccc(N2C(=O)CC(N(CCc3ccc(OC)c(OC)c3)C(=O)CC)C2=O)c1 (stereo unspecified)	1.4	2.2	17	i	-7	i	1.5	879	i	27	1.4	-0.16	1	0.12	4%	14	10	-5%
O=C(CC(C(=O)O)N1CCOCC1)Nc1ccc(Cl)cc1 (stereo unspecified)	4.6	1.8	5.7	i	6	i	0.0	1037	i	32	0.43	-0.25	0.59	0.74	7%	-3	5	-5%
Cc1noc(C)c1COC(=O)CCOc1ccccc1	1.5	2.3	12	i	50	i	0.1	816	i	23	-0.36	-0.13	0.054	0.17	1%	-18	2	-3%
COc1cc(/C=N/n2cnnc2)ccc1Oc1nc(Cl)ncc1F	3.4	3.0	8.6	i	11	i	0.7	1072	i	53	0.48	-0.25	0.34	0.65	5%	-2	-29	-2%
Cc1nnc(SC/C=C/c2ccccc2)n(N)c1=O	3.0	3.2	5.9	i	15	i	1.4	1098	i	32	-0.18	-0.15	-0.017	-0.18	1%	3	-24	12%
CCNC(=O)NC(=O)C(C)OC(=O)CCS(=O)(=O)c1ccc(C)cc1 (stereo unspecified)	1.6	1.9	6.9	i	4	i	-6.1	1131	i	17	0.054	-0.084	0.1	-1.5	24%	-3	-7	16%
CC1CCN(c2ccc(/C=N/n3nnnc3N)cc2[N+](=O)[O-])CC1	1.7	1.9	1.1	i	-32	i	.	.	.	.	-0.43	0.31	0.26	0.3	12%	-26	-15	15%
N#Cc1c(-c2cccnc2)cc(-c2ccccc2)nc1N	.	.	.	.	.	i	0.1	1329	i	39	-0.18	-0.27	0.32	0.94	-26%	.	.	9%
NC(=O)c1ccsc1NC(=O)CSc1nnc(Nc2ccccc2)s1	3.3	1.5	4.2	i	17	i	3.8	1492	i	33	-0.4	-0.34	-0.038	0.56	11%	5	6	11%
CCN(CC)S(=O)(=O)c1ccc(NC(=O)COC(=O)c2c[nH]c(=O)[nH]c2=O)cc1	.	.	.	.	.	i	0.3	1311	i	32	-0.87	-0.2	0.26	-0.024	15%	.	.	8%
CC1CCCC(C)N1CCNC(=O)Nc1ccc(Cl)cc1 (stereo unspecified)	0.8	1.1	2.3	i	-7	i	.	.	i	11	-0.66	-0.12	-0.51	0.91	-5%	4	13	6%
CC(C)(C)c1ccc(C(=O)NCC(=O)N/N=C/c2ccccc2OCC(=O)O)cc1	2.3	2.1	1.0	i	19	i	-5.4	1076	i	60	-0.7	0.066	0.084	0.95	13%	-5	-6	6%
CCC1(C)Cc2ccccc2C(Nc2c(C)n(C)n(-c3ccccc3)c2=O)=N1 (stereo unspecified)	3.4	0.6	5.5	i	-12	i	.	.	i	31	2.8	0.76	1.7	-1.2	-6%	0	5	13%
O=C(CSc1nc2[nH]ncc2c(=O)[nH]1)c1ccccc1	1.5	2.1	4.5	i	-8	i	-0.9	1042	i	59	-0.35	-0.29	-0.00074	0.9	21%	-17	-10	2%
O=C(O)C1C2C=CC(C2)C1C(=O)Nc1ccc(C(=O)N2CCCCC2)c(Cl)c1 (stereo unspecified)	1.7	2.3	19	i	-6	.	.	.	i	28	-1.1	-0.27	-0.37	0.34	10%	12	0	-1%
COC(=O)c1sccc1N/N=C/c1cccc(OC)c1O	2.6	2.5	3.7	i	-1	i	5.8	1068	i	38	-0.017	-0.32	-0.19	0.42	8%	17	2	2%
O=C(COc1ccccc1)N(Cc1cccs1)C1CCS(=O)(=O)C1 (stereo unspecified)	.	.	.	.	.	i	-1.1	1346	i	38	-0.51	-0.16	-0.29	0.86	-5%	.	.	-2%
Cc1[nH]c2ccccc2c1CCN(Cc1cccs1)C(=S)Nc1ccccc1	1.9	3.1	8.5	i	0	i	-0.2	1115	i	37	0.98	-0.34	0.025	-0.29	0%	56	1	1%
CC12C(=O)N(c3cccc4cccnc34)C(=O)C1C1C=CC2C1 (stereo unspecified)	2.4	2.7	7.2	i	3	i	.	.	i	61	3.6	0.13	2.5	-1.4	-1%	0	-3	-3%
CCC(=O)OCC(=O)Nc1ccc([N+](=O)[O-])cc1OC	4.4	1.8	5.1	i	-21	i	-1.6	1082	i	24	-0.28	-0.24	0.06	0.23	20%	3	6	3%
CCc1nnc(NC(=O)c2ccc3ccccc3n2)s1	3.0	2.6	1.1	i	5	i	0.4	1088	i	35	2	-0.066	0.61	-0.62	3%	48	12	18%
CCCNC(=O)NC(=O)CSc1nnc(C)n1N	1.5	1.2	6.6	i	8	i	-4.5	1207	i	59	-0.53	-0.21	-0.22	0.86	-1%	-21	-5	-3%
OC(Cc1cccnc1)(Cc1cccnc1)c1cc2ccccc2[nH]1	1.8	1.9	9.6	i	-3	i	-1.1	1014	i	40	0.24	-0.26	0.24	0.089	-5%	0	6	1%
O=C(NC(=S)Nc1cccc(C(F)(F)F)c1)c1ccc2nonc2c1	.	.	.	.	.	i	0.4	1313	i	33	-0.31	-0.29	-0.28	1.1	3%	.	.	0%
CCOC(=O)C1=C(c2ccccc2)O/C(=C(\C(=O)OC)C(F)(F)F)S1	1.8	2.4	8.4	i	-1	.	4.8	977	i	44	-0.052	-0.22	0.28	0.54	-6%	-15	-14	3%
CC(C)(C)OC(=O)NCCc1nnc(SCC(=O)Nc2cccc(Cl)c2)o1	1.8	2.5	13	i	42	i	-2.3	1388	i	26	-0.11	-0.2	-0.035	0.26	-7%	5	-21	3%
CCNC(=S)Nc1cc(-c2ccc(Cl)cc2)[nH]n1	3.5	0.8	7.1	i	-12	i	-2.8	1139	i	32	-0.42	-0.31	0.027	0.43	5%	44	-2	8%
COc1ccc2c(c1)c(CC(=O)Nc1nnc(C3CC3)s1)c(C)n2C(=O)c1ccc(Cl)cc1	.	.	.	.	.	i	-1.5	1370	i	50	0.16	-0.79	-0.043	-0.099	6%	.	.	3%
Cc1ccc(N(C(=O)NC2CCCCC2)C2=NCCCCC2)cc1	2.3	1.8	6.5	i	11	i	0.5	988	i	46	-0.74	0.33	-0.29	0.35	-4%	-1	5	-1%
CCN1C(=O)CC(C(=O)OC)=C1C	5.4	1.1	4.4	i	14	i	-1.3	1119	i	15	-0.51	0.14	-0.043	0.74	-3%	0	2	4%

Shown with two lines to a compound: entries from further up
Values run as follows: MT stabilizer	MT stabilizer Hoechst-high %	MT stabilizer cytotoxicity %	Autophagy HCS	Autophagy HCS cell loss 18 h	Yfh1-depleted yeast	b-catenin transl	b-catenin transl cell count 5 µM	T cell HTS	T cell HTS vesicle-bound %	Dynein transport	Dynein transport cytoplasmic EGFP	Dynein transport nuclear GR-EGFP	Dynein transport cell count	M17LAP inhibition	WT yeast gro inh	WT yeast gro inh mutant strain	P. falciparum M1AAP
> CCNC(=S)Nc1cc(-c2ccc(Cl)cc2)[nH]n1
    3.5	0.8	7.1	i	-12	i	-2.8	1139	i	32	-0.42	-0.31	0.027	0.43	5%	44	-2	8%
> COc1ccc2c(c1)c(CC(=O)Nc1nnc(C3CC3)s1)c(C)n2C(=O)c1ccc(Cl)cc1
    .	.	.	.	.	i	-1.5	1370	i	50	0.16	-0.79	-0.043	-0.099	6%	.	.	3%

High-throughput results as filed in PubChem BioAssay.
